Bioassay records as filed in PubChem.
RPL19A TOR yeast = RPL19A-GFP expression modulators in yeast, primary screen, cell-based, S. cerevisiae, multiplex flow cytometry, MLPCN; 330,000 tested, 0.3% active; S. cerevisiae RPL19A-GFP strain, 3 h; stronger effect = lower value; percent response vs DMSO, % at 10 µM;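 active = percent response vs DMSO below 50%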;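 note: median channel GFP fluorescence of the barcoded RPL19A-GFP strain; ratio of sample median GFP to plate DMSO average so 100% = DMSO; lower means less RPL19A-GFP as with rapamycin TOR inhibition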
MEP2-GFP yeast = modulators of MEP2-GFP levels in yeast, primary screen, S. cerevisiae, multiplex flow cytometry, MLPCN library. GFP response vs DMSO, % at 10 µM. S. cerevisiae MEP2-GFP strain, 3 h; 100% = DMSO control level. 330,000 tested, 0.51% active. AID 2016, 2009;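 active = GFP response versus DMSO above a set limit, roughly screen mean plus 3 SD, cut at about 180% in these data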;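 note: median GFP fluorescence of the barcode-gated MEP2-GFP cells per well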
LAP4 TOR yeast = modulators of LAP4-GFP expression in yeast, primary screen, S. cerevisiae, multiplex flow cytometry, MLPCN library. 3 h; median GFP as percent of DMSO wells. GFP response vs DMSO, % at 10 µM. 320,000 tested, 0.34% active;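 active = GFP response vs DMSO above a set limit, about the screen mean plus 3 SD, cut at about 150% in these data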
EBNA-1 inh = EBNA-1 DNA-binding inhibitors, primary screen, biochemical, fluorescence polarization; inhibition, % at 14.8 µM; 300,000 tested, 0.34% active; AID 1950, 2009; in the data active = inhibition above about 28%
AHR act = AHR activators, primary screen, cell-based, luminescence, luciferase reporter, human; 320,000 tested, 2.5% active; Aryl hydrocarbon receptor (Homo sapiens), P35869; AID 2796, 2010; AHR-responsive luciferase reporter cells; activation, % at 5 µM; in the data active = activation above about 47%;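 note: 0% = vehicle wells and 100% = reference agonist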
proCasp7 act = procaspase-7 activators, primary screen, counter-screen for procaspase-3 activator project, biochemical, absorbance, HTS, human | 330,000 tested, 0.093% active | recombinant procaspase-7, Ac-DEVD-pNA absorbance 405 nm; D23A/D198A/D206A triple mutant, cannot self-cleave; scale: DMSO 0, 5 µM enzyme 100 | AID 463210, 2010 | Caspase-7 (Homo sapiens), P55210 | activation, % at 8.5 µM;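 active = percent activation above the screen-wide mean plus 3 SD, cut at about 25% in these data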
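Assay system: Uncleavable procaspase-7 mutant enzyme | Input: 2 µM procaspase-7 mutant as dispensed | Timing: 1 h compound preincubation, 2 h substrate cleavage, 25 °C | Repeats: One well per compound | Control set: DMSO wells as 0%, DMSO with 5 µM added PC-7 as 100% | Technique: Epi-absorbance of released pNA at 405 nm, two timepoints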
proCasp3 act = activators of human procaspase-3 D3A mutant, primary screen, biochemical, absorbance, PC-3 D3A mutant, single concentration | recombinant procaspase-3 D3A, Ac-DEVD-pNA absorbance 405 nm | activation, % at 8.5 µM | 330,000 tested, 0.11% active | AID 463141, 2010;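 active = activation above the mean of all tested compounds plus 3 SD, cut at about 21% in these data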;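 note: 0% = DMSO alone and 100% = DMSO wells spiked with extra 5 µM PC-3 D3A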
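Evaluation: percent activation relative to control range; Material: Procaspase-3 D3A mutant, all three cleavage aspartates alanine; Compound: single dose, 8.5 µM nominal compound, 0.8% DMSO; Replication: one well per compound; Signal: absorbance at 405 nm, 0 and 120 min; Schedule: 1 h preincubation plus 2 h reaction at 25 °C.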
ZTA DNA inh = ZTA (EBV) inhibition in EBNA-1 counter-screen; P03206; ZTA-DNA binding, fluorescence polarization; inhibition, % at 11 µM; 320,000 tested, 0.15% active; AID 2234; in the data active = inhibition above about 33%
Numbers without * were called inactive; · = no result given; & = joins results of further samples; [ ] = remark or other dose.

Screens in order: RPL19A TOR yeast	MEP2-GFP yeast	LAP4 TOR yeast	EBNA-1 inh	AHR act	proCasp7 act	proCasp3 act	ZTA DNA inh
c1ccc(SCc2nc3ccccc3[nH]2)cc1
→ 106.7	101.6	105.1	13.6	11.4	-1.6	-3.5	-17.8
O=C(COC(=O)c1ccc(N2CCCC2=O)cc1)c1ccccc1
→ 105.0	101.0	101.6	7.3	-0.9	3.7	9.5	-10.6
Brc1ccccc1OCCCN1CCOCC1
→ 93.1	93.6	89.0	-5.6	2.9	-4.0	-2.2	4.1
CCOC(=O)C1CSC(CC(=O)Nc2ccc(OC(F)(F)F)cc2)C(=O)N1 (stereo not given)
→ 96.7	103.3	101.6	10.0	-1.8	-4.5	4.7	-17.0
O=C(O)c1cc([N+](=O)[O-])ccc1NCCCc1ccccc1
→ 98.8	94.9	120.8	-4.3	0.0	-8.6	0.1	15.0
Cc1cc(C(=O)CN2C(=O)CCC2=O)c(C)n1Cc1ccccc1
→ 94.3	100.4	93.8	-0.1	3.8	-0.5	5.6	7.8
Cc1ccc2nc(Cl)c(C3CC(c4cccs4)=NN3C(=O)CCCC(=O)O)cc2c1 (stereo not given)
→ 112.7	103.7	94.0	-1.4	-0.6	6.7	-0.6	20.2
Cc1ccc2[nH]c(=O)c(CN(CCO)C(=O)N(C)C)cc2c1
→ 98.5	106.4	103.0	-10.7	5.7	-5.0	-1.3	5.6
COc1cccc(NC(=O)CN(C)C(=O)CCc2nc3sc4c(c3c(=O)[nH]2)CCCC4)c1
→ 83.4	94.3	81.8	-8.5	6.7	0.2	5.9	-10.2
CC(C)(C)C(=O)Cn1c(NCCCO)nc2ccccc21
→ 108.2	104.6	101.6	5.3	-0.3	-1.7	-11.5	-9.9
CC(NC(=O)Cc1ccccc1)c1nc2ccccc2[nH]1 (stereo not given)
→ 96.5	98.5	94.8	0.3	2.2	-5.6	0.7	-15.2
Cc1nn(-c2ccccc2)c(N2CCCC2)c1/C=N/NC(=O)c1cc(-c2ccccn2)nc2ccccc12
→ 105.9	106.4	101.1	4.0	46.9	-2.4	3.1	12.7
CCCCC(CCC(=O)Nc1cccc([N+](=O)[O-])c1)C(=O)O (stereo not given)
→ 102.0	103.5	106.4	14.7	0.2	4.8	-2.5	8.0
COc1ccc(OC)c(C(=O)c2ccc(C(=O)Nc3cccc4ccccc34)cc2)c1
→ 101.5	99.7	87.2	4.8	-2.2	2.7	-2.5	8.3
Cc1ccc(S(=O)(=O)N2CCCCC2)cc1NC(=O)c1ccc2c(=O)n3c(nc2c1)CCCCC3
→ 99.6	105.2	94.5	-7.3	6.8	11.0	8.7	-9.8
NC(=O)COc1ccc2cc(-c3ccccc3)c(=O)oc2c1
→ 102.8	94.9	108.0	-8.7	1.6	3.8	3.2	7.9
Cc1c[nH]c2cccc(OCC(CNC(C)(C)C)OC(=O)c3ccccc3)c12 (stereo not given)
→ 100.1	111.5	88.9	5.3	1.7	7.7	5.4	4.3
O=c1c(Cl)c(NCc2ccccc2)cnn1C12CC3CC(CC(C3)C1)C2
→ 102.1	96.0	96.1	5.3	0.6	0.8	8.9	-11.1
O=C(/C=C/c1ccccc1Cl)Nc1ccc(-c2nnc3n2CCCCC3)cc1
→ 104.1	101.8	99.4	3.7	-6.0	-0.9	1.8	-2.9
NS(=O)(=O)c1cc2c(cc1Cl)NC(C1C[C@H]3C=C[C@@H]1C3)NS2(=O)=O (stereo not given in full)
→ 99.7	99.8	98.8	-3.2	2.9	3.4	3.1	13.0
COc1cccc(Nc2nn3c(=O)c4ccccc4nc3s2)c1
→ 90.5	89.3	89.8	·	23.5	8.8	3.1	-15.0
COc1cccc(-c2ncc3ccccc3c2COC(=O)c2ccco2)c1
→ 101.8	97.1	117.0	·	2.9	3.9	2.6	-2.0
Nc1ccc2oc3ncccc3c(=O)c2c1
→ 102.0	110.7	103.8	11.7	1.1	-8.4	-4.1	14.5
COc1ccc(C)cc1NC(=S)NC(C)c1ccc(OC)c(OC)c1 (stereo not given)
→ 105.3	102.2	103.0	-2.5	7.7	-4.4	-6.2	0.1
CN(C)c1ccc(NC(=O)c2sc(SCC(=O)Nc3ccc(Br)cc3)nc2N)cc1
→ 95.1	109.1	·	1.3	2.8	4.9	13.2	6.5
CN[C@H]1CC[C@@H](c2ccc(Cl)c(Cl)c2)c2ccccc21
→ 103.6&106.0	97.9&97.3	116.5&109.3	5.4&-13.8	0.3&42.0	-10.6&-10.2	1.0&-4.0	-9.8&-4.4
O=C(C1CC(=O)N(C2CCCC2)C1)N1CCN(c2ccccc2)CC1 (stereo not given)
→ 96.1	94.9	98.0	-8.4	1.2	9.0	4.8	-4.8
CCN(CC)CCNc1cc(C)nc2c1C(=O)C(=O)C=C2N1CCCCC1
→ 100.4	105.3	110.3	-1.3	4.7	-6.7	-0.7	5.8
O=C(/C=C/Nc1ccc(F)cc1)c1ccc(Br)cc1
→ 101.8	104.4	98.4	-7.2	15.9	-9.5	-14.3	-0.1
O=C(O)c1ccccc1NC(=O)C1CCN(S(=O)(=O)c2cccc3nsnc23)CC1
→ 100.6	101.4	113.6	-13.4	0.6	-1.7	4.3	-5.8

The list goes on; it opens with the three that closed the last part.
Screens in order: RPL19A TOR yeast	MEP2-GFP yeast	LAP4 TOR yeast	EBNA-1 inh	AHR act	proCasp7 act	proCasp3 act	ZTA DNA inh
CCN(CC)CCNc1cc(C)nc2c1C(=O)C(=O)C=C2N1CCCCC1
→ 100.4	105.3	110.3	-1.3	4.7	-6.7	-0.7	5.8
O=C(/C=C/Nc1ccc(F)cc1)c1ccc(Br)cc1
→ 101.8	104.4	98.4	-7.2	15.9	-9.5	-14.3	-0.1
O=C(O)c1ccccc1NC(=O)C1CCN(S(=O)(=O)c2cccc3nsnc23)CC1
→ 100.6	101.4	113.6	-13.4	0.6	-1.7	4.3	-5.8
Cc1ccc(C(=O)Nc2ccc([N+](=O)[O-])cn2)o1
→ 104.9	109.3	105.8	-1.1	-0.6	0.4	2.4	4.1
N#C/C(=C\c1cn(CCOc2ccccc2)c2ccccc12)C(=O)NCc1cccs1
→ 103.5	104.3	97.2	37.0*	4.4	-5.1	-10.7	-5.2
Cc1noc(C)c1COc1ccccc1C(=O)N(C)Cc1ccco1
→ 100.2	95.7	102.3	·	-0.4	4.0	0.2	1.5
COc1ccc(C(CC(=O)NCc2ccccc2)C(C)C)cc1 (stereo not given)
→ 95.1	96.5	106.8	-4.2	-0.2	3.4	2.4	4.2
Cc1cccnc1CCNCc1c(C(=O)N2C[C@@H](C)O[C@@H](C)C2)nc2ccc(Cl)cn12
→ 99.5	83.4	82.0	-3.6	7.2	-8.3	-0.5	3.4
COc1ccc(-c2cc(C(F)(F)F)nc(N3CCCCC3)n2)cc1OC
→ 94.4	93.1	85.7	5.2	13.1	-7.5	-0.2	5.5
Cc1[nH]n(-c2ccccc2)c(=O)c1C=Nc1ccc(S(=O)(=O)N=C(N)N)cc1
→ 97.0	95.2	102.5	-7.1	14.3	2.1	5.8	-14.3
CC(C)(C)C(=O)NC(=S)Nc1ccccc1C(=O)NC1CCCCC1
→ 95.7	97.3	99.2	-2.9	-1.7	-9.4	-2.8	-13.8
C[C@@H]1CCC(=O)N(CC[C@H](Sc2ccc(Br)cc2)c2ccccc2)CC1
→ 94.8	85.3	95.1	·	-0.2	2.1	0.0	15.0
O=C(NC1CCCCC1)C(c1ccccc1)N1CCCC1 (stereo not given)
→ 99.6	101.2	102.7	-23.4	0.1	1.1	-2.5	-12.3
C#CCOCCOCCOCCNc1nc(N2CCN(C(=O)[C@H](Cc3cc4ccccc4[nH]3)n3cc([C@@H](N)C(C)CC)nn3)CC2)nc(N2CCN(C(=O)[C@H](CCCCN)n3cc([C@@H](N)CO)nn3)CC2)n1 (stereo not given in full)
→ ·	·	·	-14.2	3.0	1.7	1.9	-13.2
O=C(COC(=O)c1ccc(S(=O)(=O)N2CCCC2)cc1)Nc1ccc(Cl)cc1
→ 94.6	90.8	95.8	·	7.8	-1.8	-1.4	-1.5
C=C(C)COc1ccc(-c2nc(N)ncc2-c2ccc(Br)cc2)c(O)c1
→ 100.3	106.2	95.3	0.3	20.9	-4.7	7.2	8.9
O=C(NCc1nnc(SCC(=O)N2CCN(c3ccccc3)CC2)o1)c1c(F)cccc1F
→ 101.9	106.8	109.3	-14.9	0.5	-2.9	0.9	1.2
COc1ccccc1NC(=O)CNC(=O)c1ccc([N+](=O)[O-])cc1
→ 99.5	101.8	112.5	-2.4	2.3	-2.2	-2.6	-5.6
Cc1cc(=O)oc(C)c1C(=O)N1CCN(C(c2ccccc2)c2ccccc2)CC1
→ 90.4	101.1	91.8	6.8	-1.3	7.4	-3.8	6.7
NC(=O)c1c(NC(NC(=O)c2ccco2)C(=O)c2ccc(Cl)cc2)sc2c1CCCC2 (stereo not given)
→ 95.5	101.0	102.0	-9.2	1.4	-40.2	-18.1	-0.2
Cc1nc2ccc(-c3nc4cc(N)ccc4o3)cc2[nH]1
→ 94.8	97.2	95.1	-4.4	-3.9	5.7	-7.8	-5.5
COc1cc(NC(=O)Cn2cnc3c(nc4n3CCCCC4)c2=O)cc(OC)c1OC
→ 102.4	103.4	102.1	-3.8	0.3	10.7	8.9	-26.0
Cc1ccc(N2CCN(c3ncccc3[N+](=O)[O-])CC2)c(C)c1
→ 115.4	113.8	105.7	-2.5	-6.2	7.5	1.3	1.6
CC1=C(C(=O)N2CCOCC2)C(c2ccc(C)cc2)NC(=S)N1 (stereo not given)
→ 100.2	97.7	94.2	14.8	-1.9	-4.1	1.6	6.5
Cc1cccc(NC(=O)NCc2ccc3c(c2)cc(C)n3C)c1
→ 97.2	103.9	102.4	-1.8	4.6	9.4	5.0	8.3
CCOc1cc(NC(=S)NCCCOC)c(OCC)cc1NC(=O)c1cccs1
→ 100.2	101.6	102.0	9.5	23.8	-7.9	-2.2	7.8
COc1cccc2c1C(=O)c1c(O)c3c(c(O)c1C2=O)C[C@](O)(C(C)=O)C[C@H]3O[C@@H]1C[C@@H](N)[C@@H](O)[C@@H](C)O1
→ 103.9	97.3	109.3	-3.9	64.5*	-3.4	0.2	43.6*
CN(CC(=O)Nc1cccc(S(=O)(=O)N2CCCC2)c1)CC(=O)Nc1ccc(Cl)c(C(F)(F)F)c1
→ 101.0	109.6	100.0	-6.4	1.5	7.4	-1.4	-3.1
COc1cccc(NS(=O)(=O)c2ccc3c(c2)N(C(C)=O)CCS3)c1
→ 91.3	94.6	91.3	5.7	4.8	7.9	3.8	-7.8
Oc1ccc(Br)cc1/C=N/Nc1nc(N2CCCCC2)nc(N2CCOCC2)n1
→ 100.2	97.4	107.6	-1.0	-14.3	-2.0	0.5	14.3
Cc1ccc(N=Nc2c(C)[nH]n(C(N)=S)c2=O)cc1C
→ 104.0	103.0	98.8	4.1	51.0*	3.2	-2.2	-8.9
CCC(c1nnnn1C(C)(C)CC)N(CCN1CCOCC1)Cc1cc2cc(C)ccc2[nH]c1=O (stereo not given)
→ 102.4	96.6	98.8	11.9	11.5	-1.3	0.9	13.2
O=C(CSc1nc2ccccc2o1)Nc1nc2ccc(Br)cc2s1
→ 60.6[may fluoresce violet]	214.3*[may fluoresce violet]	89.8[may fluoresce violet]	-0.2	17.4	-7.5	-2.5	5.7
